Bioassay records from PubChem.
Dynein transport: dynein cargo transport inhibition | 3617.4 mouse cells, GR-EGFP nuclear translocation imaging; test concentration mostly 20 µM; stimulated with dexamethasone, 1 µM; active compounds read low | z-score, hits read low | 220,000 compounds, 0.47% hits;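 active means plate z-score of nuclear minus cytoplasmic receptor signal below a set negative limit, without overly bright fluorescence or cell loss, cut at about -3.5 in these data, passing the limit was not always enough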;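 further: z-score of nuclear minus cytoplasmic ring GR-EGFP intensity difference per well; some compounds called inactive have numbers as strong as hits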
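medium = tetracycline-free induction medium containing charcoal-stripped FBS | probe or stimulus = dexamethasone, 1.0 µM final | timing = 48 h induction, then 1 h compound, then 30 min agonist, 37 °C | detection = automated 10x imaging of fixed Hoechst-stained cells | read-out basis = nuclear versus cytoplasmic GR-EGFP signal, averaged per well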
MT stabilizer: microtubule stabilizers in HeLa cells | HeLa tubulin immunostaining HCS, 24 h; share of cells brighter than vehicle mean+2SD | % tubulin-high responders, % at 10 µM | 200,000 compounds, 0.83% hits;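 active means plate Z-score above 3 for both tubulin-high and condensed-nucleus cell shares, with cell loss under 80%, at 10 µM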;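 further: anti alpha tubulin signal scored within the nucleus-defined area of each cell; some results filed as inactive read as strong as hits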
human PMI inhibition: inhibitors of human PMI, primary screen, biochemical, fluorescence intensity, coupled assay (AID 1209) | purified PMI enzyme, coupled fluorescence intensity; higher % means a stronger effect | one-dose inhibition, % at 20 µM; IC50 in µM for titrated hits | 190,000 compounds, 0.42% hits;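 further: plate controls were DMSO vehicle for no effect and wells lacking substrate for full effect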
Ins promoter up: MIN6 insulin promoter up-regulation. MIN6 insulin promoter-GFP reporter, high-content imaging; active compounds read high. z-score at 5 µM. 190,000 compounds, 0.3% hits;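 active means z-score above 3 at 5 µM with at least 500 cells counted in the well; inconclusive means wells under 500 cells, flagged as cytotoxic or low count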
Autophagy HCS: autophagy modulation, high-content screen; 190,000 compounds, 0.98% hits; AID 463193; calls only at 10 µM (by protocol); MEF GFP-LC3 puncta imaging; test concentration mostly 10 µM;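 active means percentage of spot-positive cells more than 3 SD above its plate mean, without a fluorescence outlier flag or 80% toxicity; inconclusive means no clear call, values can overlap the other calls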;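 further: spot-positive cell cutoff set from DMSO-treated cells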
b-catenin transl: alters nuclear translocation of beta-catenin in HeLa cells; immunofluorescence imaging; nuclear translocation activity, % at 5 µM; 190,000 compounds, 0.3% hits; AID 1665;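 active means nuclear translocation activity above 50% at 5 µM, with a well cell count of 50 or more; inconclusive means wells under 50 cells across six images, flagged as toxic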;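 further: per-cell ratio of nuclear to cytoplasmic median beta-catenin stain intensity; plate controls were DMSO negative control for no effect and GSK-3 inhibitor IX positive control for full effect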
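Assay system: human HeLa cells, native beta-catenin; doses: 5 µM primary, 0.02–20 µM confirmation; incubation: compound treatment 24 h, 37°C, 5% CO2; technique: fluorescence imaging of beta-catenin antibody stain plus DAPI; measure: % activation, nuclear-to-cytoplasmic median beta-catenin signal ratio per cell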
Yfh1-depleted yeast: mitochondrial function rescue without frataxin homolog – Friedreich's ataxia, plus single-dose screen, dose response (AID 1465). S. cerevisiae Yfh1-off respiration, WST-1 reduction, 72 h; higher fold induction means a stronger effect. fold induction at 50 µM, or EC50 in µM where a hit was titrated. 220,000 compounds, 0.074% hits;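 active means fold induction of absorbance versus untreated yeast above a set limit, then at least 30% activation at any dose in follow-up; inconclusive means repeats straddling the limit, or above it without dose testing; inactive means fold induction below the set limit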;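 further: activators that raise dye reduction in frataxin-depleted yeast; strong numbers were not always called active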
WT yeast gro inh: growth inhibition of WT yeast, mitochondrial fusion screen. mitochondrial fusion phenotypic screen, WT strain. inhibition, % at 10 µM. AID 1362. 190,000 compounds, 2.1% hits; in the data active means inhibition above about 58%; tested in S. cerevisiae
PMI inhibition: MPI inhibition at elevated mannose 6-phosphate – biochemical, fluorescence intensity, high mannose 6-phosphate, primary screen (AID 1220); one-dose inhibition, % at 20 µM; IC50 in µM for titrated hits; 190,000 compounds, 0.66% hits; recombinant PMI enzyme, coupled fluorescence intensity; higher % means a stronger effect
WT yeast gro inh mutant strain: second read-out of WT yeast gro inh, no call of its own (marks repeat the call); inhibition, %; mitochondrial fusion phenotypic screen, mutant strain inhibition
Dynein transport cytoplasmic EGFP: further read-out of Dynein transport, marked with its call; z-score; measured here: cytoplasmic GR-EGFP intensity; active compounds read high
Dynein transport nuclear GR-EGFP: also measured in Dynein transport; calls as there; z-score; measured here: nuclear GR-EGFP intensity;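 lower value marks the stronger effect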
Dynein transport cell count: second read-out of Dynein transport, no call of its own (marks repeat the call); z-score; measured here: cell count per field
Ins promoter up cell count: second read-out of Ins promoter up, no call of its own (marks repeat the call); cell count; measured here: cytotoxicity, nuclei count;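 total cells summed across four imaged fields per well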
b-catenin transl cell count 5 µM: recorded beside b-catenin transl, whose call it bears; cell count; measured here: cell count, cytotoxicity flag
MT stabilizer Hoechst-high %: second read-out of MT stabilizer, no call of its own (marks repeat the call); % Hoechst-high responders; measured here: nuclear condensation Hoechst responders;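 share of cells brighter than vehicle mean plus two SD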
MT stabilizer cytotoxicity %: recorded beside MT stabilizer, whose call it bears; toxicity, %; measured here: cytotoxicity by cell density;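 0% = mean cell density of plate MIN control wells and 100% = no cells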
Autophagy HCS cell loss 18 h: further read-out of Autophagy HCS, marked with its call; toxicity, %; measured here: cell loss, nuclei count;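 cell loss after 18 h compound exposure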
Active calls of the source: *; i = inactive; u = inconclusive; x = no result given. Unless noted, no stated cut-off is given here; in the data, active means inhibition above about 50%; inactive means the rest.

SMILES | Dynein transport | Dynein transport cytoplasmic EGFP | Dynein transport nuclear GR-EGFP | Dynein transport cell count | MT stabilizer | MT stabilizer Hoechst-high % | MT stabilizer cytotoxicity % | human PMI inhibition | Ins promoter up | Ins promoter up cell count | Autophagy HCS | Autophagy HCS cell loss 18 h | b-catenin transl | b-catenin transl cell count 5 µM | Yfh1-depleted yeast | WT yeast gro inh | WT yeast gro inh mutant strain | PMI inhibition
O=C(CN(CCO)c1ccccc1)Nc1cccc(S(=O)(=O)N2CCCC2)c1 | -0.74 | -0.29 | -0.073 | 0.77 | 5.9 | 3.4 | 3.8 | 0% | -1.5 | 1272 | i | 5 | -5.1 | 1127 | i | 4 | 9 | -2%
C/C=C\C=C/C(=O)Nc1cccc(C2=NOC3(C2)C[C@@H](C(N)=O)N(C(=O)COc2ccc(Cl)cc2)C3)c1 (stereo partly specified) | 1.1 | -0.67 | 0.72 | -1.3 | x | x | x | x | 2.2 | 629 | x | x | 3.1 | 987 | i | x | x | x
CC(C)Oc1ccc(C(=O)N2CCCC2C(=O)O)cc1 (stereo unspecified) | -0.68 | -0.049 | -0.034 | -0.35 | 5.1 | 3.1 | 11 | 4% | 0.45 | 1266 | i | -14 | -0.9 | 953 | i | -9 | -16 | 18%
Cc1cc(/C=C(\C#N)C(=O)NCCc2c[nH]c3ccccc23)c(C)n1C | -0.27 | -0.22 | -0.18 | 1.7 | 2.8 | 1.9 | 0.6 | 1% | -0.09 | 1334 | i | 3 | -4.0 | 539 | i | 1 | 0 | 5%
O=C(Nc1nc(=S)ss1)c1ccc(Cl)cc1Cl | -0.21 | -0.17 | 0.13 | 0.29 | 3.5 | 1.8 | 7.7 | 46% | -0.35 | 1571 | i | -6 | -0.3 | 1321 | i | 2 | 3 | 16%
CCOC(=O)C1CCN(Cc2cnc(Oc3ccc(Cl)cc3C)s2)CC1 | -0.26 | -0.21 | -0.65 | 0.22 | 2.0 | 2.0 | 9.3 | 16% | x | x | i | 4 | x | x | i | 24 | 43 | 12%
Cc1cc2c(c(N)n1)c(=O)oc1ccccc12 | 0.77 | -0.26 | 0.85 | -0.71 | 7.0 | 3.4 | 4.9 | 8% | 0.02 | 1232 | i | 11 | -5.0 | 961 | i | 6 | 24 | -8%
COc1cccc(/C=N/NC(=O)C[n+]2ccccc2)c1O | 0.39 | -0.17 | 1.1 | -0.65 | 3.0 | 3.9 | 9.7 | -4% | -0.5 | 1223 | i | -2 | -3.5 | 543 | i | -1 | -5 | -20%
Cc1cc2c(NC(=O)CCCC(=O)O)cccc2nn1 | -0.9 | -0.23 | -0.086 | 0.86 | x | x | x | x | -0.78 | 1179 | x | x | -0.9 | 1318 | i | x | x | x
CC(=O)Nc1ccc(N/C=C/C(=O)c2ccc(C)o2)cc1 | -0.17 | -0.16 | -0.31 | 0.12 | 4.0 | 1.8 | 3.9 | -1% | -1.5 | 1270 | i | -21 | -5.2 | 1179 | i | -6 | -10 | -3%
CCOCCSC1=C(C#N)C(c2cccs2)C(C(C)=O)=C(C)N1 (stereo unspecified) | 0.34 | -0.23 | 0.065 | 0.22 | 2.5 | 1.2 | 1.7 | 3% | -1.2 | 1290 | i | -1 | -0.1 | 1103 | i | -7 | -9 | 1%
Cc1cc(C)cc(N(CC(=O)N2CC=C(c3ccccc3)CC2)S(=O)(=O)c2c(C)noc2C)c1 | 3.1 | -0.082 | 2 | -1.1 | 4.2 | 2.8 | 9.7 | 4% | u | x | i | 13 | x | x | i | 28 | -11 | 3%
[O-]/C(=C(\C(=S)Nc1ccccc1F)[n+]1ccccc1)c1ccc(-c2ccccc2)cc1 | -1 | 0.8 | -0.025 | -0.088 | 2.9 | 2.9 | 7.2 | 20% | 0.31 | 1219 | i | 0 | -0.4 | 1073 | i | -5 | 34 | 36%
O=C(N/N=C1\CCSc2ccc(F)cc21)c1cccnc1 | 0.079 | -0.25 | 0.88 | -1.8 | 2.4 | 3.0 | 10 | 2% | 0.45 | 1317 | i | 12 | -2.0 | 1028 | i | 16 | 13 | 1%
COc1ccc(OC)c(C(=O)CSc2nc3ncccc3[nH]2)c1 | 0.51 | -0.15 | 0.72 | 0.76 | 3.1 | 1.1 | 6.6 | 7% | x | x | i | 13 | -1.5 | 934 | i | 0 | -7 | 34%
CCN(CC)S(=O)(=O)c1csc(C(=O)OCC(=O)c2ccccc2)c1 | 1.3 | -0.26 | 0.49 | -0.027 | 3.5 | 2.0 | 5.1 | -9% | -0.1 | 1187 | i | 0 | 1.8 | 846 | i | 0 | -6 | -5%
NC(=O)CSc1ncnc2c1cnn2Cc1ccccc1 | 0.44 | -0.19 | 0.062 | -1.5 | 4.2 | 1.8 | 3.2 | 9% | -0.15 | 1809 | i | -38 | -1.2 | 1076 | i | -12 | 4 | 9%
O=C(Nc1ccc(F)cc1F)c1cc2n(n1)C(C(F)(F)F)C1CCCCC1N2 (stereo unspecified) | 0.72 | -0.28 | 0.75 | 0.084 | 1.7 | 1.2 | 25 | 8% | -0.23 | 1249 | i | -1 | 0.6 | 1056 | i | 15 | 0 | 1%
CC(=O)Nc1ccc(OCC(O)CN2CCN(c3cc(Cl)ccc3C)CC2)cc1 (stereo unspecified) | 0.76 | -0.46 | 0.076 | -0.15 | 5.7 | 1.9 | 7.3 | 4% | -0.36 | 874 | i | 9 | -3.5 | 1186 | i | 19 | -7 | -2%
Cc1ccc(C)c(NC(=O)CN(C)S(=O)(=O)c2ccc(F)cc2)c1 | -0.71 | -0.3 | -0.39 | 0.37 | 2.5 | 2.3 | 6.9 | 5% | 0.6 | 965 | i | 5 | -6.5 | 1145 | i | 1 | 7 | 1%
Cc1ccc(C(=O)Nc2ccc(NC(=O)c3cccs3)cc2)cc1[N+](=O)[O-] | 0.99 | -0.1 | 0.91 | -1.8 | 3.3 | 1.2 | 10 | 2% | 0.24 | 1404 | i | -14 | 0.2 | 1391 | i | 0 | -9 | -2%
O=c1[nH]c(/C(Cl)=C/c2cc(Cl)ccc2O)nc2cc(Cl)ccc12 | -1.4 | 0.33 | -0.3 | 1.1 | 2.7 | 5.9 | 0.5 | 6% | -0.28 | 1151 | i | -3 | 4.0 | 1025 | i | 17 | 4 | 4%
CC1CN(C(=O)/C=C/c2ccccc2[N+](=O)[O-])CC(C)O1 (stereo unspecified) | -0.66 | -0.31 | -0.28 | 0.0073 | 1.8 | 0.9 | 9.0 | 2% | -1.7 | 1527 | i | 12 | 0.6 | 1485 | i | -9 | -2 | 10%
Cc1nn(-c2cccc([N+](=O)[O-])c2)c(N)c1-c1ccccc1 | 0.92 | 0.089 | 0.16 | -0.64 | 2.1 | 2.9 | 9.7 | 13% | -1.2 | 1346 | i | -17 | 0.1 | 1015 | i | 13 | -24 | 1%
CCN(CCn1cccn1)Cc1ccccc1OCC(O)CN1CCc2ccccc2C1 (stereo unspecified) | 1.1 | -0.2 | 0.7 | -0.98 | 2.6 | 1.2 | 3.8 | -3% | -0.64 | 1418 | i | 35 | 0.3 | 1145 | i | 5 | -8 | -1%
COc1ccc(/C=N/NC(=S)NCc2ccccc2)cc1OC | -0.17 | -0.16 | 0.016 | -0.028 | 1.7 | 2.3 | 6.6 | 0% | 0.02 | 1414 | i | -7 | -0.6 | 993 | i | 33 | 13 | -4%
CCCc1sc(N)nc1-c1ccc(C)cc1 | 3.7 | 0.026 | 4.4 | -2.5 | 2.1 | 2.6 | 13 | 1% | 0.13 | 1164 | i | 0 | 1.3 | 500 | i | 6 | 6 | -7%
Cc1cccc(CC(=O)N2CCN=C2SCc2ccc([N+](=O)[O-])cc2)c1 | -0.9 | -0.19 | -0.63 | 0.18 | 4.8 | 2.6 | 9.0 | 9% | -0.48 | 1460 | i | 0 | -0.7 | 1090 | i | -1 | 7 | -3%
CCOC(=O)c1c(NC(=O)Cn2nnc3ccccc32)sc2c1CCC(C)C2 (stereo unspecified) | -0.95 | -0.041 | -0.31 | 0.72 | 3.6 | 3.3 | 4.9 | 11% | -0.13 | 828 | i | 3 | -1.2 | 1007 | i | 9 | 14 | 13%
CSc1snc(SCC(N)=O)c1C#N | 0.66 | -0.48 | 0.48 | 0.12 | 5.4 | 0.9 | 0.1 | 0% | 0.83 | 1564 | i | -39 | 3.3 | 1308 | i | x | x | 1%

Record cards (already shown). Order of values: Dynein transport, Dynein transport cytoplasmic EGFP, Dynein transport nuclear GR-EGFP, Dynein transport cell count, MT stabilizer, MT stabilizer Hoechst-high %, MT stabilizer cytotoxicity %, human PMI inhibition, Ins promoter up, Ins promoter up cell count, Autophagy HCS, Autophagy HCS cell loss 18 h, b-catenin transl, b-catenin transl cell count 5 µM, Yfh1-depleted yeast, WT yeast gro inh, WT yeast gro inh mutant strain, PMI inhibition
`COc1cccc(/C=N/NC(=O)C[n+]2ccccc2)c1O` in the list: 0.39, -0.17, 1.1, -0.65, 3.0, 3.9, 9.7, -4%, -0.5, 1223, i, -2, -3.5, 543, i, -1, -5, -20%
`NC(=O)CSc1ncnc2c1cnn2Cc1ccccc1` in the list: 0.44, -0.19, 0.062, -1.5, 4.2, 1.8, 3.2, 9%, -0.15, 1809, i, -38, -1.2, 1076, i, -12, 4, 9%
`Cc1cc2c(c(N)n1)c(=O)oc1ccccc12` in the list: 0.77, -0.26, 0.85, -0.71, 7.0, 3.4, 4.9, 8%, 0.02, 1232, i, 11, -5.0, 961, i, 6, 24, -8%
`CC(=O)Nc1ccc(OCC(O)CN2CCN(c3cc(Cl)ccc3C)CC2)cc1` (stereo unspecified) in the list: 0.76, -0.46, 0.076, -0.15, 5.7, 1.9, 7.3, 4%, -0.36, 874, i, 9, -3.5, 1186, i, 19, -7, -2%
